Source: PubChem (Sanford-Burnham Center for Chemical Genomics)
UBC13 inh = blocks human UBC13 polyubiquitin chain formation; P61088; TR-FRET; inhibition, % at 20 µM; 330,000 tested, 0.47% active; AID 485273; in the data active = inhibition above about 45%, passing the limit was not always enough
ATG4B inhibitor = ATG4B (human) cysteine protease inhibition; ATG4B cleavage of LC3-PLA2, NBD-HPC fluorescence, 1 h; inhibition, % at 8.33 µM; 340,000 tested, 0.51% active; in the data active = inhibition above about 40%
APJ antagonist = blocks the human apelin receptor APJ. P35414. CHO-K1 APJ beta-arrestin complementation, luminescence. inhibition, % at 20 µM. 330,000 tested, 0.32% active. AID 2521;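 active = inhibition above about 40% at 20 µM, limit read from the data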;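 note: cells challenged with 10 nM apelin-13 agonist together with compound; plate controls were apelin-13 plus DMSO wells for no effect and DMSO wells lacking apelin-13 for full effect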
CXCR6 block = blocks human CXCR6 beta-arrestin recruitment. 360,000 tested, 0.36% active. CHO-K1 PathHunter CXCR6 beta-arrestin, luminescence. AID 602244. inhibition, % at 20 µM. O00574; in the data active = inhibition above about 34%, passing the limit was not always enough;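 note: antagonist mode with CXCL16 agonist at 10 nM final; 0% = 10 nM CXCL16 with DMSO and 100% = unstimulated wells without agonist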
EBI2 block = EBI2 (human) antagonism | P32249 | inhibition, % at 5 µM | 360,000 tested, 0.81% active | AID 651636 | EBI2 beta-arrestin recruitment, luminescence, 7a,25-OHC stimulated; in the data active = inhibition above about 38%;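 note: enzyme fragment complementation signal reports receptor beta-arrestin coupling in cells; 0% = agonist plus DMSO wells and 100% = wells without agonist; some results beyond the cut were filed as inactive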
CCR6 antagonist = blocks CCL20-driven beta-arrestin recruitment at human CCR6; P51684; CHO-K1 CCR6 PathHunter beta-arrestin, luminescence, CCL20-stimulated; inhibition, % at 20 µM; 340,000 tested, 0.49% active; AID 493098;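 active = compounds whose inhibition of the agonist-driven luminescence signal at 20 µM reaches about 50%, limit read from the data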;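 note: cells stimulated with CCL20 at 14 nM final; plate controls were DMSO with CCL20 for no effect and DMSO without agonist for full effect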
APJ ag = agonists of human APJ apelin receptor. activation, % at 20 µM. CHO-K1 APJ PathHunter beta-arrestin, luminescence; 0% DMSO wells, 100% apelin. 330,000 tested, 0.11% active;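 active = activation more than six SD over the plate average, tested at 20 µM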;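 note: 0% = DMSO alone and 100% = apelin-13 at 10 nM; some results filed as inactive read as strong as hits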
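Material: engineered CHO-K1 APJ arrestin reporter cells; amount: 1000 CHO-K1 reporter cells seeded per well; incubation: compound stimulation 90 min at 25 °C, detection 60 min; signal: luminescent beta-gal fragment complementation, chemiluminescent substrate; read-out basis: APJ agonist activity; controls: DMSO-only wells as negative, 10 nM Apelin-13 as positive control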
Gli-Sufu block = blocks Gli-Sufu signaling in a luciferase reporter; AID 588413; 340,000 tested, 0.74% active; Sufu-KO-LIGHT fibroblasts, Gli luciferase reporter luminescence; inhibition, % at 5 µM;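 active = inhibition above about 55%, limit read from the data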;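 note: 0% = DMSO-treated cells and 100% = wells with medium but no cells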
* marks the source's active call; other numbers are inactive results; . = no result given. An excerpt; count on the stated rates, not on these rows.

SMILES	UBC13 inh	ATG4B inhibitor	APJ antagonist	CXCR6 block	EBI2 block	CCR6 antagonist	APJ ag	Gli-Sufu block
CN(C)C1(CNC(=O)c2ccc(Cl)c(S(=O)(=O)NCc3ccco3)c2)CCCCC1	-2	-8	-4	5	-7	-1	7	10
CCOC(=O)c1ccc(N2C(=O)CC(N3CCC(C#N)(c4ccccc4)CC3)C2=O)cc1 (centres undefined)	0	-8	20	-8	4	3	-1	7
Cc1c(C=O)c2ccccc2n1Cc1ccccc1	8	-4	1	-1	-1	13	1	7
O=C(COc1ccc2ccc(=O)oc2c1)N1CCC(C(=O)O)(c2ccccc2)CC1	-6	-5	8	-1	-1	6	-2	5
CCOP(=S)(OCC)Oc1nc(Cl)c(Cl)cc1Cl	15	-2	-10	-6	3	21	-2	24
CCc1cccc(C)c1NC(=S)N1CC2CC(C1)c1cccc(=O)n1C2 (centres undefined)	-22	7	2	-12	-8	-15	-1	-2
CN1CCC(N(C)Cc2cccnc2)CC1	-6	6	-9	0	-3	2	0	-30
Fc1ccc(C(OCCN2CCCC2)c2ccc(F)cc2)cc1	15	1	4	4	0	26	-2	12
CCCCn1c(O)c(/C=N/N2CCOCC2)c(=O)[nH]c1=S	-9	1	3	6	-7	1	7	7
C=CCC1(CC)C(=O)NC(=S)NC1=O	.	-1	.	0	-2	1	.	-9
Cc1nonc1-c1nc(-c2nonc2N)n[nH]1	-4	-2	-11	0	-9	-1	-2	-70
C=CCn1c(O)c(C(C)=Nc2ccc(NC(C)=O)cc2)c(=O)[nH]c1=O	4	1	16	-7	6	0	1	21
CSC1=NP(=S)(SC)N2CCCC2=C1C#N (centres undefined)	-9	-8	13	9	0	7	-5	0
COC(=O)C1=C(c2c(C)noc2C)C[C@@H]2CC[C@H]1N2C(=O)NC(C)C	10	-8	5	9	3	-11	-1	-5
CCCCn1c(=O)c(C(=O)Nc2ccccc2S(N)(=O)=O)c(O)c2ccccc21	53*	19	7	1	-9	6	-3	-2
OC1(c2ccc(F)cc2)CC2CCC(C1)N2Cc1nnnn1C1CCCCC1 (centres undefined)	-4	-15	-1	2	10	9	2	3
CC1(C)C2([N+](=O)[O-])CNCC1([N+](=O)[O-])CNC2	-1	13	-23	-28	1	1	2	14
O=C(C1CCCN(S(=O)(=O)c2cccc3nsnc23)C1)N1CCC2(CC1)OCCO2 (centres undefined)	3	6	-2	.	.	-21	-2	-2
COc1cc2c(c(OC)c1OC)-c1ccc(SC)c(=O)cc1C(NC(C)=O)CC2 (centres undefined)	.	-3	.	-4	-14	6	.	46
CCCCCn1c(=O)c(C(=O)NCc2ccccn2)c(O)c2ccccc21	28	-2	4	8	-1	0	0	-8
NC(Cc1ccccc1)c1nc2ccccc2[nH]1 (centres undefined)	-12	-1	3	-12	1	5	-4	-21
Cc1cc(Cl)nc(N)n1	-14	10	-2	-4	4	-1	5	-4
CCCN1CC[C@@H]2c3cc(O)ccc3CC[C@@H]21	2	-5	0	-9	-4	16	2	-3
CSc1ncc(/C=C2/C(=O)NC(=O)N(C3CCCCC3)C2=O)cn1	-8	-1	-4	-4	2	4	-2	0
CNCCc1ccc(O)c(O)c1	23	-1	11	7	-2	15	-3	1

Single records, from the list above:
`Fc1ccc(C(OCCN2CCCC2)c2ccc(F)cc2)cc1` as listed: UBC13 inh = 15; ATG4B inhibitor = 1; APJ antagonist = 4; CXCR6 block = 4; EBI2 block = 0; CCR6 antagonist = 26; APJ ag = -2; Gli-Sufu block = 12
`CC1(C)C2([N+](=O)[O-])CNCC1([N+](=O)[O-])CNC2` as listed: UBC13 inh = -1; ATG4B inhibitor = 13; APJ antagonist = -23; CXCR6 block = -28; EBI2 block = 1; CCR6 antagonist = 1; APJ ag = 2; Gli-Sufu block = 14
`Cc1nonc1-c1nc(-c2nonc2N)n[nH]1` as listed: UBC13 inh = -4; ATG4B inhibitor = -2; APJ antagonist = -11; CXCR6 block = 0; EBI2 block = -9; CCR6 antagonist = -1; APJ ag = -2; Gli-Sufu block = -70

3 compounds picked at random from those above:
SMILES	UBC13 inh	ATG4B inhibitor	APJ antagonist	CXCR6 block	EBI2 block	CCR6 antagonist	APJ ag	Gli-Sufu block
O=C(C1CCCN(S(=O)(=O)c2cccc3nsnc23)C1)N1CCC2(CC1)OCCO2 (centres undefined)	3	6	-2	.	.	-21	-2	-2
Cc1c(C=O)c2ccccc2n1Cc1ccccc1	8	-4	1	-1	-1	13	1	7
CN1CCC(N(C)Cc2cccnc2)CC1	-6	6	-9	0	-3	2	0	-30

The list goes on.
SMILES	UBC13 inh	ATG4B inhibitor	APJ antagonist	CXCR6 block	EBI2 block	CCR6 antagonist	APJ ag	Gli-Sufu block
COc1ccc(CC2c3cc(OC)c(OC)cc3CCN2C)cc1O (centres undefined)	-4	-8	-48	-7	-1	3	-2	10
CCC1C2Cn3c(nc4ccccc43)C1N(C)O2 (centres undefined)	-3	-4	-14	2	-7	3	1	-9
CC(C)C12CN3CCN(CC(C3)/C1=N\O)C2	11	-5	-4	6	-4	-15	-2	5
Cc1nn(Cc2ccccc2)c(C)c1C(=O)OCC(=O)NC1CCS(=O)(=O)C1 (centres undefined)	-8	10	-22	0	-12	2	-1	-6
COc1cccc(CCNCc2c(F)cccc2F)c1	7	9	17	-11	0	13	-2	3
COC(=O)C1=C(c2ccc(OCc3ccccc3)cc2)C[C@@H]2CC[C@H]1N2C(=O)NCc1ccc(OC)c(OC)c1	-4	0	-6	22	15	17	-2	12
CN(C)CCN=Cc1c(O)n(Cc2ccco2)c(=O)[nH]c1=O	3	-4	-2	2	-13	1	-4	5

2 entries from above, reformatted.
SMILES | UBC13 inh | ATG4B inhibitor | APJ antagonist | CXCR6 block | EBI2 block | CCR6 antagonist | APJ ag | Gli-Sufu block
COc1cccc(CCNCc2c(F)cccc2F)c1 | 7 | 9 | 17 | -11 | 0 | 13 | -2 | 3
Cc1nn(Cc2ccccc2)c(C)c1C(=O)OCC(=O)NC1CCS(=O)(=O)C1 (centres undefined) | -8 | 10 | -22 | 0 | -12 | 2 | -1 | -6

In another format: three of the compounds above
Cc1nn(Cc2ccccc2)c(C)c1C(=O)OCC(=O)NC1CCS(=O)(=O)C1 (centres undefined)
  UBC13 inh: -8	ATG4B inhibitor: 10	APJ antagonist: -22	CXCR6 block: 0	EBI2 block: -12	CCR6 antagonist: 2	APJ ag: -1	Gli-Sufu block: -6

COc1cccc(CCNCc2c(F)cccc2F)c1
  UBC13 inh: 7	ATG4B inhibitor: 9	APJ antagonist: 17	CXCR6 block: -11	EBI2 block: 0	CCR6 antagonist: 13	APJ ag: -2	Gli-Sufu block: 3

COC(=O)C1=C(c2ccc(OCc3ccccc3)cc2)C[C@@H]2CC[C@H]1N2C(=O)NCc1ccc(OC)c(OC)c1
  UBC13 inh: -4	ATG4B inhibitor: 0	APJ antagonist: -6	CXCR6 block: 22	EBI2 block: 15	CCR6 antagonist: 17	APJ ag: -2	Gli-Sufu block: 12
